# ATG4B inh – blocks human ATG4B protease cleavage of LC3 substrate | ATG4B cleavage of LC3-PLA2, NBD-HPC fluorescence, 1 h | inhibition, % at 8.33 µM | 340,000 tested, 0.51% active; in the data active = inhibition above about 40%
# Target sequence (Q9Y4P1 whole entry, looked up): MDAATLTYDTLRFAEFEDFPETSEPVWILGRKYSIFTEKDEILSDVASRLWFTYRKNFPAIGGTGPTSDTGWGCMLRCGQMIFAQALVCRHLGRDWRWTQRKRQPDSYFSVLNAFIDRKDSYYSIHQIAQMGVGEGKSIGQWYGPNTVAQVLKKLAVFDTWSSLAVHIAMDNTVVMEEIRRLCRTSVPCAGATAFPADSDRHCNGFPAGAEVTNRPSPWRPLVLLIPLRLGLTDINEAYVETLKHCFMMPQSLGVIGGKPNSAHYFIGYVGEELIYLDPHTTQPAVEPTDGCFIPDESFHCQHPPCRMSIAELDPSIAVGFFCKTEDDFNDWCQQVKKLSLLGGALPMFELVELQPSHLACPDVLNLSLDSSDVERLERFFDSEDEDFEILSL
# A3A deaminase – blocks human APOBEC3A ssDNA deamination; P31941; recombinant A3A, FAM/TAMRA ssDNA deamination fluorescence; inhibition, % at 20 µM; 330,000 tested, 0.41% active;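 active = at least 40% inhibition at 20 µM here, with at most 30% in a related deaminase screen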;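 also: plate controls were A3A with DMSO for no effect and wells lacking A3A enzyme for full effect; some results filed as inactive read as strong as hits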
# hIAP activ – human IAP activation; P09923; activation factor at 10 µM; purified human IAP, CDP-Star luminescence, 30 min; hits give high values; 1 = vehicle-only enzyme, 0 = enzyme-free background; AID 2524; 330,000 tested, 0.16% active;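 active = activation factor of the enzyme at least 2-fold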; also: the source names both 10 and 20 µM as test concentration; values of inactives mirror those of a sister screen read the other way
# Target sequence (P09923 whole entry, looked up): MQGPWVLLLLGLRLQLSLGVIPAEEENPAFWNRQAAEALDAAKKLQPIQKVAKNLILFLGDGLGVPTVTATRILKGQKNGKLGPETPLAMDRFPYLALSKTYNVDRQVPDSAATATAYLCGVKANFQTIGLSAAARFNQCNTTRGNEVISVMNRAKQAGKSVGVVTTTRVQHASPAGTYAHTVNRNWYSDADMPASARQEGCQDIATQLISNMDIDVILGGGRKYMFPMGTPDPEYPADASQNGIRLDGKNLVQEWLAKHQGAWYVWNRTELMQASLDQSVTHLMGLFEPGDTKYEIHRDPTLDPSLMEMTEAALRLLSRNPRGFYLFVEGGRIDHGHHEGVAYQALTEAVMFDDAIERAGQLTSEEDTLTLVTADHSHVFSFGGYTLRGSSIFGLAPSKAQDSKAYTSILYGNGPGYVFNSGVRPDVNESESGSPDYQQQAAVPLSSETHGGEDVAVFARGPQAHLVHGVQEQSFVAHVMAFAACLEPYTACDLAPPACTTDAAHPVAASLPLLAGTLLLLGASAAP
# PfG6PD inh – PfG6PD (Plasmodium falciparum) enzyme inhibition; PfGluPho enzyme, NADPH resazurin-diaphorase fluorescence; inhibition, % at 20 µM; 350,000 tested, 0.78% active;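 active = inhibition reaching at least a set limit at 20 µM in the primary screen, cut at about 59% in these data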;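 also: 0% = DMSO wells with substrate and 100% = DMSO wells lacking glucose-6-phosphate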
# HKDC1 inhibitor – inhibitors of human hexokinase HKDC1 | recombinant HKDC1, G6PDH/diaphorase resazurin coupled fluorescence | inhibition, % at 20 µM | 340,000 tested, 0.16% active;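 active = inhibition above about 35% when tested at 20 µM, limit read from the data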;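 also: plate controls were DMSO wells with enzyme for no effect and DMSO wells lacking enzyme for full effect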
#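 Assay system: recombinant HKDC1 hexokinase; detection: coupled resazurin fluorescence, excitation 525 nm, emission 613 nm; benchmarks: DMSO-plus-enzyme-mix negative control, buffer-substituted positive control; compound dosing: single 20 µM dose; schedule: 90 min at room temperature in dark; also added: glucose plus 1 mM ATP as hexokinase substrates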
# hIAP inh – blocks human intestinal alkaline phosphatase; inhibition, % at 10 µM; AID 2544; purified IAP, CDP-Star luminescence, 30 min; P09923; 330,000 tested, 0.12% active;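 active = inhibition reaching a set limit with compound at 10 µM in the primary screen, cut at about 35% in these data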;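 also: plate controls were DMSO wells with enzyme for no effect and no-enzyme buffer wells for full effect; values of inactives mirror those of a sister screen read the other way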
# mIAP act – mouse IAP activation | muIAP, CDP-Star luminescence, 30 min; hits give high values; 1 = vehicle-only enzyme signal, 0 = enzyme-free wells | activation factor at 10 µM | 330,000 tested, 0.24% active | AID 2805;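 active = activation factor of at least 2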; also: the source names both 10 and 20 µM as test concentration; values of inactives mirror those of a sister screen read the other way
#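 System: Mouse IAP enzyme | Also added: CDP-Star substrate | Dosing: Compounds dispensed in DMSO | Schedule: 30 min enzyme-substrate-compound incubation at room temperature | Technique: Chemiluminescence readout | Control set: DMSO-only wells and no-enzyme negative control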
# mIAP block – mouse IAP inhibition; purified mouse IAP, CDP-Star luminescence, 30 min; inhibition, % at 10 µM; 330,000 tested, 0.2% active;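 active = inhibition of at least 40% at 10 µM in the primary screen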;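 also: plate controls were DMSO with enzyme for no effect and no enzyme wells for full effect; values of inactives mirror those of a sister screen read the other way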
# An asterisk follows results filed as active; nt = no result given.
SMILES,ATG4B inh,A3A deaminase,hIAP activ,PfG6PD inh,HKDC1 inhibitor,hIAP inh,mIAP act,mIAP block
CC(Sc1ccccc1F)C(=O)Nc1cccc(S(=O)(=O)N2CCOCC2)c1 (configuration not stated),-12,0,1.1,10,-7,-8,1.2,-18
COC(=O)Nc1nn(-c2ccc(OC)cc2)c(=O)c(C#N)c1C,2,3,0.97,9,-6,3,0.97,3
CCNC(=S)NS(=O)(=O)c1ccc(C)cc1,1,-4,0.93,-7,-11,7,0.98,2
Cc1oc(-c2ccccc2Cl)nc1CS(=O)CC(=O)NCc1ccc(Cl)cc1 (configuration not stated),-4,-7,0.89,-3,-1,11,0.91,9
Cc1ccc(NC(=O)c2ccccc2NS(=O)(=O)c2ccc(Cl)s2)cc1,20,0,0.78,-21,20,22,0.89,11
COc1ccc(C(=O)N/C(=C/c2ccco2)C(=O)NCc2ccco2)cc1,0,-1,0.71,-9,-5,29,1,-4
Cc1ccccc1OCCn1cnc2c(N)ncnc21,4,0,1.1,2,5,-12,0.99,1
O=C(Cc1csc(N2CCOCC2)n1)N/N=C/c1ccccc1C(=O)O,-6,-2,1.1,-8,-4,-14,1.1,-7
COc1ccc(CN2C(=O)C(=O)N(CC(N)=O)C2=O)cc1,-4,-2,0.95,14,-9,5,0.99,1
COC(=O)c1c(NC(=O)C(=O)N2CCOCC2)sc2c1CCC2,-6,-5,0.95,14,-5,5,0.83,17
O=C(Nc1nc(-c2ccc3c(c2)OCCO3)cs1)c1ccco1,nt,2,0.85,nt,nt,15,1,-1
COc1ccc(CCNC(=O)C(CC(C)C)NC(N)=O)cc1 (configuration not stated),-1,1,0.98,-10,-6,2,1,-1
COCCN(C(=O)CN1CCN(S(=O)(=O)c2ccc(F)cc2)CC1)c1c(N)n(Cc2ccccc2)c(=O)[nH]c1=O,13,1,0.97,-11,0,3,1,-3
CCCOc1ccccc1Nc1nnc(C)c(=O)[nH]1,2,0,1.1,-2,-3,-7,1.1,-6
O=C(COC(=O)c1ccc(Br)o1)Nc1ccc(S(=O)(=O)N2CCCC2)cc1,-15,2,1,2,0,-1,1.1,-7
O=C(O)C1CCC(CNCc2ccncc2)CC1 (configuration not stated),-3,-3,1.1,-4,-6,-7,0.97,3
COC(C(=O)Nc1ccnn1C1CCN(Cc2ccc(C)s2)CC1)c1ccccc1 (configuration not stated),-5,4,1.2,-2,-3,-18,1,-4
C[C@H](NC(=O)c1nc[nH]c1C(=O)N[C@@H](Cc1ccccc1)C(=O)OCc1ccccc1)c1ccccc1,5,1,1.4,28,3,-37,1.1,-6
COc1ccc(-c2nc3ccccn3c2Cl)cc1,-9,-4,0.87,16,5,13,0.98,2
COc1cccc(C(=O)NNC(=O)C(=O)Nc2cccc(Cl)c2C)c1,6,3,1.5,-28,-8,-50,0.96,4
COc1ccc2[nH]c3c(=O)n(/N=C/c4ccc(OC)c(CN5CCCC5)c4)c(C)nc3c2c1,14,18,0.91,58,14,9,0.98,2
Oc1cccc(C(=S)N2CCC(Cc3ccccc3)CC2)c1,-5,-3,1.1,28,-4,-6,0.89,11
COc1cc(C)nc(N2CCCC(C(=O)NC3CCC(C)CC3)C2)n1 (configuration not stated),0,0,0.96,1,-9,4,0.99,1
Cc1cccc(C(=O)NCC(=O)N2CCC2)c1,-2,1,0.94,6,-8,6,0.9,10
Cc1ccc(C)c(NC(=O)C(Sc2nc3ccccc3c(=O)n2CC(C)C)c2ccccc2)c1 (configuration not stated),2,-1,1.1,1,-6,-12,1.4,-39
NC(=O)C1CCN(C(=O)c2cccc3ccccc23)CC1,-4,-1,0.94,9,-5,6,0.99,1
COc1ccc2nc(-c3ccccc3)[nH]c2c1,-4,-6,0.89,46,3,11,1,-1
Cn1cc(CN2CCc3c([nH]c4ccccc34)C2C(C)(C)C)cn1 (configuration not stated),-6,-6,0.98,-3,2,2,0.98,2
Cc1onc(-c2ccccc2)c1C(=O)NC(C)c1ccc2c(c1)OCO2 (configuration not stated),1,-1,0.91,10,-6,9,0.96,4
CCOc1ccc(N2C(=O)C3CCCN3C2=O)cc1 (configuration not stated),-5,3,0.85,1,-2,15,0.91,9
O=C(NC1CCCC1)C(c1ccccc1)N(Cc1ccco1)C(=O)Cc1cccs1 (configuration not stated),-4,1,0.92,13,-5,8,0.98,2
COc1ccc(NC(=O)C2CCN(S(=O)(=O)c3cccc4nonc34)CC2)cc1OC,-3,0,0.89,-8,-2,11,0.94,6
CCN1C(=O)[C@H]2[C@H]3CN=C(SCc4ccc(OC)cc4)N3[C@@](CC)(C(=O)OC)[C@H]2C1=O,-6,4,nt,4,-2,nt,0.99,1
CCn1c(SCc2ccccc2F)nnc1-c1ccncc1,-5,-2,0.96,-2,-3,4,0.92,8
Cc1ccccc1C(=O)Nc1nnc(SCC(=O)NC2CC2)s1,-10,9,1,10,-7,-1,1.1,-9
Cc1ccccc1NC(=O)CCC(=O)N/N=C/c1cccnc1,-7,0,1,0,-2,0,0.92,8
Cc1nnc(NC(=O)CSc2nnc3scc(-c4ccc(C)c(C)c4)n23)s1,9,-1,0.99,-59,-6,0,1.1,-8
O=C(c1cc(-c2ccc(Cl)cc2)on1)N1CCOCC1,0,-4,0.92,-5,-10,8,1,-2
CCOC(=O)C1C(=O)C=C(N2CCOCC2)CC1c1cccc(OC)c1 (configuration not stated),6,-2,0.91,-15,1,9,1,-2
CC(CCN1CCN(c2ccccc2)CC1)c1ccccc1 (configuration not stated),0,1,1.3,-15,1,-29,1,-5
COc1ccc(NC(=O)Cn2nc(C)c([N+](=O)[O-])c2C)cn1,-6,5,0.96,-5,1,4,1,-2
COc1ccc(N=c2oc3cc(O)ccc3cc2C(=O)NCC2CCCO2)c(OC)c1 (configuration not stated),-15,0,0.89,-8,-9,11,0.95,5
COC(=O)C1=C(C)n2cnnc2NC1c1ccc(Cl)cc1 (configuration not stated),-4,-2,0.9,21,-2,10,0.9,10
CC(=O)Oc1ccc(C(=O)Nc2ccc(S(=O)(=O)NCC3CCCO3)cc2)cc1 (configuration not stated),-8,-1,1,12,4,-1,0.99,1
Cn1c(=O)c2c(ncn2CC(=O)OCC(=O)NC2CCCc3ccccc32)n(C)c1=O (configuration not stated),-2,-2,1,6,-10,0,1,-2
O=C1COCCOCCOCC(=O)NCCN1,-10,2,0.94,-1,-10,6,1,-2
O=C(Nc1ccc(OCC(=O)N2CCOCC2)cc1)Nc1cccc(Cl)c1,-3,0,1.1,10,-2,-10,1.7,-69
Cc1ccc(Cn2nnc3c(=O)n(CC(=O)c4ccccc4)cnc32)cc1,-2,-4,0.98,1,-4,2,0.86,14
O=C(O)c1ccccc1-c1ccccc1C(=O)Nc1ccc2c(c1)CCC2,-8,0,0.93,-17,0,7,0.96,4
CSCCC(NC(=O)c1ccco1)C(=O)NCc1ccc(F)cc1 (configuration not stated),-7,-2,0.96,-1,-1,4,0.93,7
Cc1cc(Cl)ccc1C(=O)C1CCCN(C(=O)c2cncs2)C1 (configuration not stated),-5,-2,1.2,9,-2,-17,1,0
COc1ccc(C(=O)NC2CCc3ccccc32)cc1OC1CCN(C(C)=O)CC1 (configuration not stated),-3,-5,0.99,2,-5,1,1,-1
O=C(CSc1nccc(=O)[nH]1)Nc1cccc(S(=O)(=O)N2CCOCC2)c1,-4,-4,1.1,1,1,-11,0.91,9
O=C(NC1CCCC1)C(c1ccccn1)N(Cc1ccc(F)cc1)C(=O)c1csnn1 (configuration not stated),-8,-3,1,15,-4,0,0.94,6
CS(=O)(=O)c1ccc(C(=O)N2CCc3ccccc3C2)cc1,-6,-3,0.95,-1,-1,5,0.92,8
Cn1c(=O)cc(OCC(=O)NC2CCCCC2)c2ccccc21,6,-3,1.1,-2,1,-6,0.93,8
Cc1ccc(N=C2C(=O)Nc3ccc(C)c(Br)c32)cc1,-13,-1,0.89,15,11,11,0.97,2
CCCNC(C)(C)COC(=O)c1ccccc1,-7,0,1,10,-4,-2,1.1,-12
CC(NC(=O)CCNC(=O)c1ccco1)c1ccc(F)cc1 (configuration not stated),-5,16,1.1,6,-4,-6,0.94,6
Cc1cc(C(=O)NCC(=O)OCC(=O)NCCc2ccccc2)ccc1[N+](=O)[O-],0,1,0.97,-18,-5,3,0.95,5
# The results go on.
SMILES,ATG4B inh,A3A deaminase,hIAP activ,PfG6PD inh,HKDC1 inhibitor,hIAP inh,mIAP act,mIAP block
Cc1nn(Cc2ccccc2)c(C)c1C(=O)NCCCN1CCCC1=O,2,0,0.98,15,-6,2,0.94,6
O=C(NNC(=S)Nc1ccc(F)cc1)c1cccc([N+](=O)[O-])c1,18,-3,0.83,-6,-2,17,0.83,17
Cc1nn(C)c(C)c1S(=O)(=O)N1CCc2ccccc21,4,-2,0.9,-8,-3,10,0.94,6
COc1ccccc1/C=C1\SC(=S)N(CCC(=O)Nc2cc(C)on2)C1=O,-1,-5,0.87,3,-2,13,0.89,11
C=CCc1ccc(OC)c(OC)c1,-9,0,0.97,11,3,3,0.85,15
Cc1cccc(NC(=O)c2ccc3c(c2)CCN3S(C)(=O)=O)c1C,-3,-4,1,12,-6,-1,1,-1
CCc1nc(C)c(C(=O)N2CCCC(C(=O)Nc3cccc(-c4cccc(C)c4)c3)C2)o1 (configuration not stated),-9,-8,1.7,-10,-2,-72,1.3,-30
COC(=O)c1onc(C(=O)c2ccccc2)c1C(=O)OC,-6,0,0.95,-4,-12,5,0.89,11
CCc1ccc(NC(=O)c2cc(Br)ccc2Br)cc1,nt,3,0.95,nt,nt,5,0.91,10
COc1ccc(C(=O)Nc2cc(=O)[nH]c3ncnn23)cc1,-2,2,1.1,3,0,-7,0.94,6
CN(C)CCn1nnc2c(=O)oc3ccccc3c21,0,-2,1.1,-7,-7,-8,0.94,6
Cc1cc(/C=N/n2cnnc2)c(C)n1-c1ccc(C(=O)O)cc1,7,1,0.89,-22,-3,11,1,-2
CCN(CC)CCNC(=S)Nc1ccc2nc(N3CCN(C)CC3)cc(C)c2c1,-3,-2,0.99,-2,-3,1,1,-4
COc1cccc(NC(=O)Nc2ccncc2)c1,-5,-5,1.2,-10,8,-21,0.93,7
COc1ccccc1C(C)NCC(=O)NCC(=O)Nc1ccc(F)c(F)c1F (configuration not stated),2,-3,1,10,-13,0,0.97,3
CCOc1ccc(Nc2ncnc3ccc([N+](=O)[O-])cc23)cc1,-2,6,0.85,6,-1,14,0.98,2
COC(=O)[C@@]12CCCCN1[C@H](c1ccc(-c3ccc4c(c3)OCO4)cc1)[C@H]1C(=O)N(C)C(=O)[C@H]12,-9,-2,0.96,10,-1,4,0.96,4

# Ordered by heavy-atom count (largest number first): part of the list above.
SMILES,ATG4B inh,A3A deaminase,hIAP activ,PfG6PD inh,HKDC1 inhibitor,hIAP inh,mIAP act,mIAP block
COC(=O)[C@@]12CCCCN1[C@H](c1ccc(-c3ccc4c(c3)OCO4)cc1)[C@H]1C(=O)N(C)C(=O)[C@H]12,-9,-2,0.96,10,-1,4,0.96,4
CCc1nc(C)c(C(=O)N2CCCC(C(=O)Nc3cccc(-c4cccc(C)c4)c3)C2)o1 (configuration not stated),-9,-8,1.7,-10,-2,-72,1.3,-30
Cc1cccc(NC(=O)c2ccc3c(c2)CCN3S(C)(=O)=O)c1C,-3,-4,1,12,-6,-1,1,-1
O=C(NNC(=S)Nc1ccc(F)cc1)c1cccc([N+](=O)[O-])c1,18,-3,0.83,-6,-2,17,0.83,17
CN(C)CCn1nnc2c(=O)oc3ccccc3c21,0,-2,1.1,-7,-7,-8,0.94,6
C=CCc1ccc(OC)c(OC)c1,-9,0,0.97,11,3,3,0.85,15

# Screens deposited in PubChem by Sanford-Burnham Center for Chemical Genomics.
